# TTR transcr act – TTR transcription activation, primary screen. SH-SY5Y TTR promoter Gaussia luciferase, luminescence; 100% = recombinant luciferase protein wells. activation, % at 16.7 µM. 92,000 tested, 1.3% active. AID 1117267;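 active means activation above the mean of all tested compounds plus 3 SD, cut at about 9.5% in these data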;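 further: cells exposed to compounds for one day before reading; 0% = median of all test compound wells on the plate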
# The depositor's hits bear a star. Some of the compounds tested. The share of hits here may be higher or lower than overall.
# Start of the data: the first 3 entries (preview)
SMILES,TTR transcr act
COCC1=C(C(=O)OC)C(c2ccco2)n2ncnc2N1 (stereo not drawn),-0.7
O=C1NC[C@H](CCCCN2CCN(CC3CCCCC3)C(=O)C2=O)N(Cc2ccccc2)C1=O,-0.5
CCOc1ccc2c(c1)nc(C)n2C,-0.1

# All compounds of this part, previewed entries included:
SMILES,TTR transcr act
COCC1=C(C(=O)OC)C(c2ccco2)n2ncnc2N1 (stereo not drawn),-0.7
O=C1NC[C@H](CCCCN2CCN(CC3CCCCC3)C(=O)C2=O)N(Cc2ccccc2)C1=O,-0.5
CCOc1ccc2c(c1)nc(C)n2C,-0.1
OC1(c2cccc(C(F)(F)F)c2)CCN(Cc2nnnn2Cc2ccccc2)CC1,1.8
COc1cccc2cc(-c3nnc(SCC(=O)NCCc4ccccc4)n3C)oc12,-1.4
CCOC(=O)c1nnn(-c2nonc2N)c1-c1ccc(Br)cc1,-0.7
CCn1cc(CN2N=C(C)CC2c2ccccc2)c(C)n1 (stereo not drawn),-1.3
O=C1CCC(C(=O)OCC(=O)C23CC4CC(CC(C4)C2)C3)N1 (stereo not drawn),2.0
COCc1[nH][nH]c(=O)c1C=Nc1ccc(Oc2ccccc2)cc1,-2.6
COc1ccc(Cl)cc1C(=O)Nn1c(-c2cccs2)nc2ccccc2c1=O,-1.7
Cc1ccc(CCN2CC(C(=O)NCCCN3CCN(C)CC3)CC2=O)cc1 (stereo not drawn),-1.4
CC1CCN(C(=O)COC(=O)c2ccc3c(c2)OCCO3)CC1,-0.5
Cc1ccc(OCCCCCN2CCOCC2)c(Cl)c1,2.2
COc1cccc([C@@H]2CC=C(C(=O)O)[C@H](c3cccc(Cl)c3)N2S(=O)(=O)c2ccc(C)cc2)c1,-3.8
Cc1cc(C)cc(NS(=O)(=O)c2c(C(=O)N3CCOCC3)c(C)n(C)c2C)c1,0.2
Nc1c(C(=O)NCCc2ccc(Cl)cc2)sc2ccc(S(=O)(=O)N3CCCCC3)cc12,-0.9
CCOc1ccc(-c2cnc3cccnn23)cc1,2.4
Cc1oc(-c2ccc(Cl)cc2)cc1C(=O)O,-0.6
COc1cccc(C2Oc3ccccc3C3CC(c4cccs4)=NN32)c1 (stereo not drawn),-0.9
COc1ccc(-c2cc(-c3ccccc3)nc(Cl)n2)cc1OC,0.1
O=C(COC(=O)/C=C/C(=O)OCC(=O)NC12CC3CC(CC(C3)C1)C2)NC12CC3CC(CC(C3)C1)C2,-0.7
C/C(=N\NC(=O)c1ccc(C(=O)N/N=C(\C)c2ccco2)o1)c1ccco1,-0.3
COc1ccccc1CC(=O)N1CCN(S(=O)(=O)c2ccccc2F)CC1,-0.3
CC1CCC(C(C)C)C(OC(=O)C[n+]2cccc(C(N)=O)c2)C1 (stereo not drawn),2.2
O=C(COc1ccccc1)NC1CCCCCCC1,0.5
O=C1c2ccc([N+](=O)[O-])cc2NC(c2ccco2)N1/N=C/c1ccco1 (stereo not drawn),-1.4
O=C(CCn1c(=O)oc2ccccc21)Nc1ccc(N2CCOCC2)cc1,1.7
Nc1nnc(SCC(=O)NC2CCCCCC2)s1,5.4
CCOc1cccc(C(=O)NC(=S)Nc2ccc(N3CCCC3)cc2)c1,2.8
NNC(=O)CCN(Cc1ccco1)S(=O)(=O)c1ccc(Cl)cc1,-1.2
CC(C)(C)NC(=O)Cn1nc(C(F)(F)F)c2c1CCCC2,-1.4
CC(NC(=O)/C(=C\c1ccco1)NC(=O)c1ccccc1Br)C(=O)O (stereo not drawn),4.2
Cc1ccccc1CS(=O)(=O)CCC(=O)NCCCN1CCN(c2ccccc2F)CC1,-0.2
O=C(CCCn1c(=O)c2ccccc2n(CC(=O)NCc2ccco2)c1=O)NCc1ccco1,-0.5
O=C1CCCC[C@@H](O)[C@H](O)C[C@H](c2ccccc2)O1,-1.3
CC(=O)N1CCN(S(=O)(=O)c2ccc(C)cc2)C1c1ccc(N(C)C)cc1 (stereo not drawn),0.3
Cn1c(N2CCN(C(=O)Nc3ccc(C(F)(F)F)cc3)CC2)nc2ccccc21,-4.6
C/C(=N\NC(N)=S)C1(C)CC2(CC(C)(C)OC2=O)C(=O)O1 (stereo not drawn),3.0
Cn1cc([N+](=O)[O-])c(C(=O)NCc2ccco2)n1,-0.1
Cc1cccc(NC(=O)COc2cccc3c2CCN(Cc2ccccc2)C3=O)c1C,-2.4
O=C(Oc1cccnc1)c1ccccc1[N+](=O)[O-],-0.8
COc1ccc(OC)c(-c2csc(NC(=O)Cc3cccs3)n2)c1,-1.2
COc1cccc(/C=N/n2c(=S)n(C)c3ccccc32)c1OC,-2.0
CC(C)C(NC(=O)c1cccc(S(=O)(=O)N2CCOCC2)c1)C(=O)NCc1ccc(Cl)cc1 (stereo not drawn),-1.7
Cc1c(-c2ccccc2Cl)nc2ccccc2c1C(=O)O,0.0
CC(C)(C)C(=O)CN1C2=NCCN2c2ccccc21,0.1
Cn1c(NC(=O)c2ccc(C(C)(C)C)cc2)cc(=O)n(C)c1=O,-0.4
COc1cccc(OCc2cc(C(=O)NCc3cnc4ccccn34)no2)c1,-2.8
Cc1ccc(N2CCN(C(=O)NC3CCCCC3)CC2)c(C)c1,-2.8
CC(=O)c1ccc(N2CCN(C(=O)c3cc(-c4ccncc4)nc4ccc(Br)cc34)CC2)cc1,3.6
Cc1nc(SCC(=O)NC(C)(C)C)c2c(-c3cccs3)csc2n1,14*
O=C(/C=C/c1ccccc1[N+](=O)[O-])c1ccc(F)cc1,4.7
O=C(Nc1cc2cccc([N+](=O)[O-])c2oc1=O)c1cccs1,-1.5
CC(C)CC(=O)N(Cc1ccc(F)cc1)C1CCS(=O)(=O)C1 (stereo not drawn),1.9
CCOC(=O)Cn1cnc2c(cnn2-c2ccccc2)c1=O,-1.2
Cc1cc2oc(C(=O)N(Cc3ccccc3)C3CCS(=O)(=O)C3)cc(=O)c2cc1Cl (stereo not drawn),-0.6
CC(=O)c1c(C)cc(C)c(CSc2ccccn2)c1C,-0.4
Cc1ccccc1-n1ncc2c(SCC(=O)NCc3cccs3)ncnc21,-4.5
O=C(NC1CC2CCCC(C1)N2S(=O)(=O)c1ccccc1)C1CCCCC1 (stereo not drawn),-1.8
O=C(/C=C/c1ccc2c(c1)OCCO2)c1ccc(O)cc1,-1.1

# 4 compounds drawn at random from those above:
SMILES,TTR transcr act
O=C(Nc1cc2cccc([N+](=O)[O-])c2oc1=O)c1cccs1,-1.5
O=C(/C=C/c1ccc2c(c1)OCCO2)c1ccc(O)cc1,-1.1
Cc1ccc(N2CCN(C(=O)NC3CCCCC3)CC2)c(C)c1,-2.8
CC(=O)c1c(C)cc(C)c(CSc2ccccn2)c1C,-0.4

# More results follow.
SMILES,TTR transcr act
Cc1nn(C)cc1CNCc1ccc(OCC(O)CN(C)Cc2ccccc2)cc1 (stereo not drawn),0.1
CN(C(=O)c1cccc(NC(=O)Cc2cccc(NC(=O)C3CCCN(C(=O)c4ccccc4)C3)c2)c1)C1CCC1 (stereo not drawn),-0.1
Fc1ccccc1N1CCN(C(c2ccncc2)c2nnnn2C2CCCC2)CC1 (stereo not drawn),0.9
Cc1ccc(S(=O)(=O)N2CCN(Cc3cc(C(C)C)ccc3O)CC2)cc1,4.2
COc1ccc(NS(=O)(=O)c2ccc(OCC(=O)N3CCOCC3)cc2)cc1Cl,-1.2
Brc1cccc(-c2nc3c4ccccc4ccn3c2Cc2ccccc2)c1,0.7
COc1ccc(S(=O)(=O)Oc2ccc3cccc(N)c3c2)cc1,-1.7
O=C(COc1ccc(S(=O)(=O)NC2CCCCC2)cc1Cl)NCc1cccnc1,5.3
COc1cccc(CCNC(=O)COc2cccc3c2OC(C)(C)C3)c1,1.1
Cc1ccc(-c2nc3ccccc3o2)cc1NC(=S)NC(=O)c1cc2ccccc2o1,-0.7
CCCOC(=O)Nc1nnc(CCC)s1,-2.3
COc1ccc(/C(C)=N/NC(=O)Cc2c(C)nc(C)[nH]c2=O)cc1,1.8

# In another format: results already given
molecule	TTR transcr act
COc1ccc(S(=O)(=O)Oc2ccc3cccc(N)c3c2)cc1	-1.7
COc1ccc(NS(=O)(=O)c2ccc(OCC(=O)N3CCOCC3)cc2)cc1Cl	-1.2
Cc1ccc(S(=O)(=O)N2CCN(Cc3cc(C(C)C)ccc3O)CC2)cc1	4.2
COc1ccc(/C(C)=N/NC(=O)Cc2c(C)nc(C)[nH]c2=O)cc1	1.8
CN(C(=O)c1cccc(NC(=O)Cc2cccc(NC(=O)C3CCCN(C(=O)c4ccccc4)C3)c2)c1)C1CCC1 (stereo not drawn)	-0.1
Cc1ccc(-c2nc3ccccc3o2)cc1NC(=S)NC(=O)c1cc2ccccc2o1	-0.7

# (listing goes on)
SMILES,TTR transcr act
O=S(=O)(CC1NCCc2ccccc21)NCCc1ccccc1 (stereo not drawn),-0.5
O=C(CSc1nnc(CNC(=O)c2ccco2)o1)NC1CCCC1,3.8
Cc1cc(C)nc(NS(=O)(=O)c2ccc(NC(=O)CSc3ncn[nH]3)cc2)n1,1.2
Cc1ccc(NC(=O)Cc2ccccc2Cl)cc1S(=O)(=O)N(C)C,-2.5
O=C(O)CSCC(=O)NCc1ccccc1Cl,0.7
CN(Cc1nc2ccccc2c(=O)[nH]1)C(=O)c1ccc(NC(=O)CSc2nnnn2C)cc1,-1.0
COc1cc(C(=O)N(C(C)C)C2CCCCC2)cc(OC)c1OC,1.9
O=C(CN1CC(=O)Oc2ccccc21)OCC(=O)c1ccc(Br)cc1,-0.8
CCc1nc2ccc(C(=O)N3CCN(c4ccc(Cl)cc4)CC3)cc2nc1CC,1.2
CCOC(=O)[C@]12CCCC=C1N(Cc1ccc(OC)cc1)C(=O)[C@@H]2CC(=O)NCc1ccc(C)o1,-0.3
CCCCOc1ccc(NC(=O)CCSc2nccn2C)cc1,-0.5
COc1ccc(C2CC(c3cccs3)=Nc3ccccc3S2)cc1 (stereo not drawn),-1.8
Oc1ccc(N=Nc2nc(-c3ccccc3)c(-c3ccccc3)[nH]2)cc1,-3.1
C[C@@H]1COC(=O)[C@H](CC(=O)OC(C)(C)C)C/C=C\C[C@H](CC(=O)NCCO)C(=O)N1,-1.4
COc1ccc(C(=O)Oc2cccc(/C=N/NC(N)=S)c2)cc1,-1.9
CN(Cc1ccccc1)C(=O)OCc1cn(Cc2ccccc2Cl)nn1,-1.5
O=C(c1ccc(OC2CCN(Cc3ccc(C(F)(F)F)cc3)CC2)cc1)N1CCCCC1,-0.6
COc1ccccc1C1c2c(ncn(-c3ccccc3)c2=N)Oc2ccc3ccccc3c21 (stereo not drawn),-1.2
CCOC(=O)N1CCC(c2cc(=O)n(-c3ccccc3)[nH]2)CC1,1.3
O=C(NNC(=O)c1sc2ccccc2c1Cl)Nc1ccc(Cl)cc1,2.5
Cc1cccc(NC(=O)c2sc(C)nc2C)c1,0.7
NC(=O)NOCc1ccccc1,-0.9
CCC(C)/C(C)=N/Nc1ccc(S(N)(=O)=O)cc1[N+](=O)[O-] (stereo not drawn),-0.8
N/C(=N\c1nc2ccccc2o1)NC(=O)c1cccc(Cl)c1,-1.8

# 2 successive entries out of the list so far, for reference:
SMILES,TTR transcr act
O=C(NNC(=O)c1sc2ccccc2c1Cl)Nc1ccc(Cl)cc1,2.5
Cc1cccc(NC(=O)c2sc(C)nc2C)c1,0.7

# (more compounds)
SMILES,TTR transcr act
CN(CC(=O)Nc1ccc(F)cc1[N+](=O)[O-])Cc1ccccc1,0.6
Cc1ccc(-n2nc(C(N)=O)nc2-c2ccccc2)cc1,-1.9
O=C(O)CCSCC(=O)Nc1c(C(=O)C2CC2)oc2ccccc12,5.9
C=CCNC(=O)c1ccc(N(Cc2ccc(Cl)cc2)S(C)(=O)=O)cc1,-0.4
O=C(CCS(=O)(=O)Cc1ccccc1)NCCc1ccccc1,-1.8
COc1ccc(OC)c(/C=N\NC(=O)CSc2nnc(CCCc3ccc(OC)c(C)c3)o2)c1,0.3
O=C(NCCCc1ccccc1)C1CCN(c2nc(-c3ccc(Br)cc3)cs2)CC1,4.9
c1ccc2c3nnc4n(c-3nc2c1)CCCS4,3.8
COc1cccc2c(=O)n(CC(=O)Nc3ccccc3F)ccc12,2.8
O=S(=O)(c1ccccc1)N1CCN(S(=O)(=O)c2ccc3c(c2)OCCO3)CC1,0.3
C=CCc1cc(C=O)cc(OCC)c1OCc1ccc(Cl)cc1,-0.3
COc1ccc(S(=O)(=O)n2oc(=O)cc2-c2ccccc2)cc1,-0.9
O=C(CSc1nnnn1Cc1ccccc1)N1CCN(c2ccccc2)CC1,0.6
CC(=O)Nc1ccc(NS(=O)(=O)c2cc(C)sc2C)cc1,1.3
CC(C)(CO)NC12CC3CC(CC(C3)C1)C2,-1.3
Cc1ccc(NC(=O)c2noc3c2CCc2ccccc2-3)cc1,-0.6
Nc1cc(=O)nc(SCC(=O)Nc2cccc3ccccc23)n1CCc1ccccc1,-1.0
Cc1ccccc1OCC(=O)Nc1ccccc1-c1ccccc1,-0.5
Cc1nnc(SCC(=O)NC(C)c2ccccc2)[nH]c1=O (stereo not drawn),0.1
CN1CCN(NC(=O)c2ccc(COc3ccccc3Br)o2)CC1,5.0
CCCc1nn(C)c(C(=O)Nc2ccc3ccccc3c2)c1Cl,0.2
CCOC(=O)N1CCN(C(=O)COC(=O)c2cc(Cl)cc(Cl)c2)CC1,0.7
CC(=O)Nc1ccc(N2C(C(C)=O)=NN(c3ccc(Cl)cc3)C2c2sccc2C)cc1 (stereo not drawn),-5.2
COc1ccc(-c2[nH]ncc2-c2ccc3c(c2)OCCO3)c(O)c1,1.8
COc1cc(CNc2ccc(N3CCCCC3)cc2)ccc1OCC(=O)NC(C)(C)C,1.5
COC(=O)[C@H](CCSC)NC(=O)Nc1ccc(C(C)C)cc1,-1.1
CC(C)CCNC(=O)c1nnc(Cc2ccc(Cl)cc2)o1,-0.7
COc1ccc2c(=O)c3c(=O)n(CCc4ccccc4)c(C)nc3oc2c1,2.9
CC(=O)c1c(C)[nH]c(C(=O)OCC(=O)Nc2cc(S(=O)(=O)N3CCCC3)ccc2Cl)c1C,-4.7
c1ccc2c(c1)OCC(CNc1ncnc3nc[nH]c13)O2 (stereo not drawn),-0.5
COc1ccccc1-c1nnc2n1N=C(C(C)(C)C)CS2,1.1
O=C(Nc1ccc2c(c1)CCC2)c1ccc(Br)o1,-4.4
Cc1ccc(NC(=O)CSc2nnc(/N=C/N(C)C)s2)cc1,-0.5
CCn1c(SCc2nc3ccccc3s2)nnc1-c1cccs1,15*
CN1C(=O)CC(N2CCC(c3nc4ccccc4s3)CC2)C1=O (stereo not drawn),0.2
